TcdB GH inh = blocks C. difficile toxin B glycohydrolase activity; TcdB glycohydrolase enzymatic assay, plate reader; AID 652162; inhibition, % at 9.99 µM; 0.24% of 350,000 active; P18177; in the data active means inhibition above about 10%
Anthrax LF prot = inhibitors of Bacillus anthracis lethal factor protease | multiplex microsphere protease cleavage assay, LF | inhibition, % at 10 µM | P15917 | AID 588501 | 0.12% of 360,000 active; further: plate controls were buffer without enzyme for full effect and enzyme alone for no effect
Target sequence (P15917 whole entry, looked up): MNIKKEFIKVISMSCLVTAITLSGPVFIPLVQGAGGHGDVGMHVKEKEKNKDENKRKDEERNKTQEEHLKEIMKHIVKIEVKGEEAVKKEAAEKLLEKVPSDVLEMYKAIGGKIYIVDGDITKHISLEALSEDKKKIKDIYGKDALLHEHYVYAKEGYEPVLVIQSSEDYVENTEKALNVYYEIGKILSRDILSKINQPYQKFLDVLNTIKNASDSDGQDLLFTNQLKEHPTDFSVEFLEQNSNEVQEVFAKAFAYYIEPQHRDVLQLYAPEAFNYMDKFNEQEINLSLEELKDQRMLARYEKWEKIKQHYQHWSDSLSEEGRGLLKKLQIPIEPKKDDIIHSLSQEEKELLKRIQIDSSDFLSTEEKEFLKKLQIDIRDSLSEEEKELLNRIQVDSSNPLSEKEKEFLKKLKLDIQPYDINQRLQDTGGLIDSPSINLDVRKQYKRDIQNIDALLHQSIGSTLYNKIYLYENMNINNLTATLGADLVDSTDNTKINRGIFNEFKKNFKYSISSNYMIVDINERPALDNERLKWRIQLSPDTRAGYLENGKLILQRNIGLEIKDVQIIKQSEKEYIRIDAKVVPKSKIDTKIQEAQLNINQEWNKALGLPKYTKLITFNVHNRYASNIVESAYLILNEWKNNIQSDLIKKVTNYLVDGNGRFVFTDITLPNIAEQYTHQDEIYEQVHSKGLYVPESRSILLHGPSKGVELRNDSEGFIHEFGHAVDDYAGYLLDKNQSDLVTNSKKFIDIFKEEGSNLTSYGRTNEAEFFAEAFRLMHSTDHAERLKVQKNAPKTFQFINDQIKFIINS
SSB-PriA inh = blocks PriA binding to SSB C-terminal tail. AlphaScreen SSBct-PriA binding, biotinylated peptide. inhibition, % at 33 µM. 0.6% of 430,000 active; in the data active means inhibition mostly above about 37%, no sharp cut-off; inactive means mostly below about 20%;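 further: plate controls were negative control peptide for no effect and reference peptide for full effect; strong numbers were not always called active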
SARS 3CLpro inh = SARS-CoV 3CLpro protease inhibition. 0.14% of 290,000 active. P0C6X7. inhibition, % at 6 µM. AID 1706. recombinant SARS-CoV 3CLpro, quenched FRET peptide cleavage; in the data active means inhibition above about 12%
Y pestis TopoI = blocks Yersinia pestis topoisomerase I activity. 0.064% of 360,000 active. AID 504884. Y. pestis Topo-I cleavage product accumulation, plate reader. activity, % at 10 µM; in the data active means activity above about 50%, passing the limit was not always enough; inconclusive means no clear call, values can overlap the other calls; further: inactives centre near 2
BH1578 lux ind = quorum light induction in luxS cqsA deficient V. cholerae; V. cholerae BH1578 lux reporter, luminescence, 6 h; activation, % at 18.7 µM; 0.16% of 350,000 active; AID 588436; in the data active means activation mostly above about 9.7%, no sharp cut-off; inconclusive means no clear call, values can overlap the other calls; inactive means mostly below about 3.7%; further: not every result past the cut was called active; inactives centre near 0; reference of the scale not given here
PrPC surface inh = inhibitors of human cell surface prion protein PrPC | AID 720596 | P04156 | 0.43% of 370,000 active | TR-FRET read-out | inhibition, % at 13.8 µM; in the data active means inhibition above about 24%; further: 0% = median of the test wells and 100% = reference compound wells
BoNT-A LC inh2 = BoNT A light chain protease inhibition; AID 588499; 0.17% of 360,000 active; inhibition, % at 10 µM; multiplex microsphere protease substrate cleavage, flow cytometry; further: plate controls were buffer without enzyme for full effect and enzyme alone for no effect
PfHsp40 yeast = rescue of PfHsp40-mediated yeast toxicity | growth rescue, % at 12.5 µM | AID 504582 | S. cerevisiae expressing PfHsp40, growth rescue, ATP luminescence | 0.68% of 340,000 active; in the data active means growth rescue above about 28%, passing the limit was not always enough; inconclusive means no clear call, values can overlap the other calls;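 further: yeast W303a lacking pdr1 and pdr3 grown in galactose medium; growth measured after three days at 30 °C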
Active calls of the source: *; i = inactive; ? = inconclusive; . = not tested or not shown; & = joins results of further samples. Unless noted, no stated cut-off is given here; in the data, active means inhibition above about 30%; inconclusive means no clear call, values can overlap the other calls; inactive means below that. A portion of the library. The share of hits here may be higher or lower than overall.

Molecule	TcdB GH inh	Anthrax LF prot	SSB-PriA inh	SARS 3CLpro inh	Y pestis TopoI	BH1578 lux ind	PrPC surface inh	BoNT-A LC inh2	PfHsp40 yeast
Cc1ccc(NC(=O)Cn2ccc(=O)[nH]c2=O)cc1	-4.2	-1	-4	4	5	-0.5	-9	0.0	3.0
Cc1ccc(S(=O)(=O)N2CCOCC2)cc1NC(=O)COC(=O)c1ccccc1OCc1c(C)noc1C	.	-2	-7	5	15	-0.2	1	-0.4	3.2
COc1cc(CNC(=O)c2cc(-c3cc(Cl)ccc3OC)n[nH]2)cc(OC)c1	0.7	0	.	.	15	i	-3	0.1	.
CC(=O)/C(=N\Nc1ccccc1)Sc1cccc2cccnc12	.	-8	.	4	25	-1.0	-5	-2.0	0.5
Cc1cc(C)cc(NC(=S)N2CCC(NC(=O)C3CC3)CC2)c1	0.3	-5	2	0	0	-1.2	0	-0.9	1.2
COc1cc(OC)c(NC2=CC(=O)C(=O)c3ccccc32)cc1Cl	2.5	-15	-5	8	-7	i	-2	0.3	0.1
Cn1c(=O)c2c(nc(CN3CCN(C(=O)c4ccco4)CC3)n2Cc2cccc(Cl)c2)n(C)c1=O	.	0	2	-1	19	i	-8	0.1	-0.7
CCn1c(SCC(=O)N2CCCC2)nnc1-c1ccc(S(=O)(=O)N2CCCCCC2)cc1	-1.0	2	-11	-4	21	i	-2	?	1.1
COc1ccc(C(C)=O)cc1COc1cc(C)c(Cl)c(C)c1	2.5	?	-6	-3	19	-0.4	5	-9.5	0.0
O=C(N/N=C/C(Br)=C/c1ccccc1)c1ccncc1	1.9	-4	i	6	-5	-0.4	4	-0.4	-1.1
CC(C)Cc1nnc(NC(=O)CCC(=O)NC2CC2)s1	2.3	-1	-21	2	-6	2.7	0	0.1	0.1
Cc1cc(NC(=O)CSc2nnc(C3CC3)n2-c2ccccc2)no1	1.2	2	-3	1	2	-0.1	7	0.0	0.2
Cc1cc2nc(-c3cccc(Br)c3)c(CC3CCCCC3)n2c(C)c1Br	-0.3	0	.	.	.	.	-19	-0.6	.
O=C(Nc1ncnc2sc3c(c12)CCCCC3)c1ccco1	.	-1	-7	1	1	-1.0	7	-0.7	-0.2
O=C(Cc1ccc([N+](=O)[O-])cc1)Nc1ccc2c(c1)C(=O)NC2=O	0.9	-4	0	3	7	-1.7	-2	0.6	0.1

(cont.)
Molecule	TcdB GH inh	Anthrax LF prot	SSB-PriA inh	SARS 3CLpro inh	Y pestis TopoI	BH1578 lux ind	PrPC surface inh	BoNT-A LC inh2	PfHsp40 yeast
O=C(CS(=O)(=O)c1ccc(F)cc1)Nc1nnc(-c2cccs2)o1	1.0	0	-11	.	5	-5.3	-1	1.3	0.5
CC(C)OC(=O)CSc1nnc(-c2ccco2)n1N	0.9	-6	-9	-2	-2	-0.4	-1	-2.0	-0.8
COc1ccc(S(=O)(=O)N2CCOCC2)cc1NC(=O)c1ccccc1C	-0.2	0	-10	0	9	i	-6	1.1	-0.5
O=C(CN1C(=O)c2ccccc2C1=O)OCC(=O)N1CCN(c2ccccc2)CC1	0.0	-2	-5	.	4	-0.7	-5	-3.1	0.0
COc1ccc(C2=NN(C(=S)Nc3ccccc3)C(c3ccccc3)C2)cc1 (stereo unspecified)	.	2	7	-13	3	0.2	-3	5.8	0.8
COc1ccc(C(=O)Nc2ccc(Cl)cc2C(=O)NCc2ccco2)cc1	.	-11	-9	4	-6	-0.2	-2	-1.4	0.6
O=C(Nc1ccncc1)c1cc(S(=O)(=O)N2CCN(c3ccccc3)CC2)ccc1Cl	-2.3	-3	2	.	18	i	-7	-4.7	-0.4
CCn1c(SCC(=O)NCc2ccco2)nc2ccccc2c1=O	-2.7	-2	-12	1	5	0.5	1	-1.0	-1.6
O=C(NNS(=O)(=O)c1ccc(F)cc1)c1ccc(S(=O)(=O)N2CCCCC2)cc1	.	0	10	1	-2	-0.6	-3	-0.7	-1.7
Brc1ccccc1CN1CCC(Cc2ccccc2)CC1	1.5	.	-25	-6	2	-0.7	-1	.	-0.3
O=C1N/C(=C/c2ccc(N3CCCC3)cc2)C(=O)N1c1ccccc1	-0.5	1	-11	6	-3	i	0	2.7	-1.5
Cc1nc2ccc(S(=O)(=O)Nc3cc(-c4nc5cccnc5s4)ccc3C)cc2s1	1.1	-10	-10&-6	-2	3	i	4	-0.1	0.7
COc1ccc(-c2csc3ncnc(N4CCN(c5ccc(OC)cc5)CC4)c23)cc1	0.6	-2	2	5	40	i	4	-2.9	?
CCOc1ccccc1N(C)S(=O)(=O)c1ccc2[nH]cc(C(=O)N(CCOC)CCOC)c(=O)c2c1	0.7	0	2	-1	-4	-0.5	-6	-1.7	3.2
Cc1nc2nc(-c3cccnc3)nn2c(C)c1Cl	.	-6	-5	2	-4	i	1	-0.6	1.2

The list goes on.
Molecule	TcdB GH inh	Anthrax LF prot	SSB-PriA inh	SARS 3CLpro inh	Y pestis TopoI	BH1578 lux ind	PrPC surface inh	BoNT-A LC inh2	PfHsp40 yeast
Cc1ccc(S(=O)(=O)N(C)C)cc1NC(=O)c1ccncc1	2.4	4	-12	0	2	-0.7	1	-0.4	0.3
CC(=O)c1cccc(-n2nnnc2SCC(=O)Nc2cc(C)on2)c1	0.8	10	-1	0	0	-1.2	-2	-0.8	0.4
O=C(COc1ccccc1[N+](=O)[O-])OC1CCS(=O)(=O)C1 (stereo unspecified)	1.1	3	-10	-2	-4	-0.8	11	-1.0	-0.4
CN(C)c1ccc(NC(=O)c2ccc(Cn3cc([N+](=O)[O-])cn3)cc2)cc1	-59	-37	58	3	-9	-4.2	22	4.0	0.2
N=c1n(Cc2ccc(Cl)cc2)c2ccccc2n1CC(O)c1ccco1 (stereo unspecified)	.	2	-19	-1	8	.	-4	-0.1	1.4
CNC(=O)CCc1nc(-c2ccc(C(C)(C)C)cc2)no1	.	-1	0	4	-1	0.0	9	0.5	0.5
CCOC(=O)c1c(-c2ccc(OC)cc2)oc2ccc(OC(=O)N(C)C)cc12	.	-2	-2	2	28	-6.9	-5	0.1	-0.8
CS(=O)(=O)c1ccc(Cl)c(NC(=O)COC(=O)/C=C/c2cnc3ccccc3n2)c1	0.4	-8	-3	2	-2	-2.1	1	0.8	0.6
Cc1cccc(S(=O)(=O)c2c(N)n(Cc3ccco3)c3nc4ccccc4nc23)c1	.	-7	-14	-2	7	-0.5	11	0.6	0.5
Cc1cccc(N2C(N)=NC(N)=NC23CCCCC3)c1	.	2	-17	-4	-3	i	-10	0.2	-0.3
O=C(NCC1CCN(c2ccc(S(=O)(=O)N3CCOCC3)cc2)CC1)c1ccc(Cl)cc1	.	-8	3	3	27	-0.1	-3	-0.4	10
Cc1cc(C(=O)CN2C(=O)NC3(CCCCC3)C2=O)c(C)n1-c1ccc2c(c1)OCO2	2.0	0	21	1	6	-7.9	11	-0.5	3.1
CC1=C(C#N)C(Nc2cccc(C)n2)(C(F)(F)F)C(=O)N1 (stereo unspecified)	.	-4	-18	-2	-3	-11	5	-0.4	0.1
COc1ccc(C2c3c4c(n(C)c3CCN2C)CCN(C)C4c2ccc(OC)cc2)cc1 (stereo unspecified)	.	-2	10	6	3	-0.2	-6	-0.6	-0.3
O=C(CCSc1nc2ccccc2s1)N/N=C/c1c(O)ccc2ccccc12	0.3	2	.	-1	4	2.3	-2	0.7	-1.6

Ordered by count of non-hydrogen atoms (highest first): some entries from above.
Molecule	TcdB GH inh	Anthrax LF prot	SSB-PriA inh	SARS 3CLpro inh	Y pestis TopoI	BH1578 lux ind	PrPC surface inh	BoNT-A LC inh2	PfHsp40 yeast
Cc1cccc(S(=O)(=O)c2c(N)n(Cc3ccco3)c3nc4ccccc4nc23)c1	.	-7	-14	-2	7	-0.5	11	0.6	0.5
N=c1n(Cc2ccc(Cl)cc2)c2ccccc2n1CC(O)c1ccco1 (stereo unspecified)	.	2	-19	-1	8	.	-4	-0.1	1.4
Cc1cccc(N2C(N)=NC(N)=NC23CCCCC3)c1	.	2	-17	-4	-3	i	-10	0.2	-0.3

Further entries follow.
Molecule	TcdB GH inh	Anthrax LF prot	SSB-PriA inh	SARS 3CLpro inh	Y pestis TopoI	BH1578 lux ind	PrPC surface inh	BoNT-A LC inh2	PfHsp40 yeast
CNC(=O)c1ccc(-c2nc(-c3ccccc3)cs2)cc1	1.2	2	5	0	22	0.1	-15	1.2	8.2
N#CC1c2ccccc2-c2ccccc2N1C(=O)c1ccccc1 (stereo unspecified)	-0.4	6	.	.	20	-0.9	21	0.1	.
CCOC(=O)/C(=C\C=C1/Sc2ccccc2N1CC)C(C)=O	-2.1	15	20	-8	0	-0.3	-17	11	0.4
COc1ccccc1N(CC(=O)NCCSc1ccccn1)S(=O)(=O)c1ccccc1	-0.7	-2	5	4	15	-0.3	-6	0.3	-0.5
Cc1ccccc1C(=O)NC(=S)Nc1ccc2[nH]c(=O)[nH]c2c1	1.1	0	-1	1	-4	-0.6	4	0.5	-1.1
S=c1[nH]cc(Cc2ccccc2)s1	.	-6	-3	1	-4	-0.1	-1	-0.3	1.0
O=C(NCc1ccco1)c1ccc(NS(=O)(=O)c2cccc([N+](=O)[O-])c2)cc1	-0.9	2	0	3	8	-0.2	-8	-0.3	-0.6
COc1ccc(/C=C(/NC(=O)c2ccccc2)C(=O)NC(Cc2c[nH]c3ccccc23)C(=O)O)cc1 (stereo unspecified)	0.1	-2	-15	0	-7	i	-7	1.4	8.1
O=C(CSc1nncs1)N1CCN(S(=O)(=O)c2ccccc2)CC1	0.6	-7	-2	0	0	-0.2	8	0.3	0.0
CCN(C(=O)CSc1nnc(COc2cccc(C)c2)o1)c1nc(C)cs1	0.1	10	-10	2	8	i	1	-2.7	1.3
CCN(C(=O)CSc1nnc(-c2ccc(C)cc2)n1N)c1c(N)n(Cc2ccccc2)c(=O)[nH]c1=O	0.3	4	-5	.	-6	i	-1	-2.1	-0.4
COc1ccc(-c2[nH]ncc2CN2C[C@@H]3CCC[C@H]2C3)c(F)c1	-0.8	-4	-16	1	-10	-0.3	-9	0.3	1.2
N#CC(C(=O)c1ccccc1Cl)=C1SCCCS1	2.1	8	-5	1	2	1.9	-3	0.3	-1.1
O=C(Nc1nnc(CCS(=O)(=O)c2ccc3ccccc3c2)s1)c1ccc([N+](=O)[O-])cc1	0.8	-1	-18	-9	0	0.0	8	-0.6	0.4
CN(Cc1cnccn1)C(=O)CC1C(=O)NCCN1Cc1ccc(F)cc1Cl (stereo unspecified)	0.8	3	-7	-4	3	-1.0	-3	-2.5	-0.8

Following part.
Molecule	TcdB GH inh	Anthrax LF prot	SSB-PriA inh	SARS 3CLpro inh	Y pestis TopoI	BH1578 lux ind	PrPC surface inh	BoNT-A LC inh2	PfHsp40 yeast
COc1ccccc1NC(=O)c1cc2c(s1)-c1ccccc1S(=O)(=O)C2	0.2	-2	2	-2	26	-0.5	1	-0.2	2.9
c1ccc(-n2nnnc2-c2cccc3ccccc23)cc1	7.2	-5	-18	.	23	i	10	-0.4	2.4
COc1ccc(N=C2SC(C(=O)O)CC(=O)N2C)cc1 (stereo unspecified)	.	3	-14	-1	-8	i	-4	-0.4	1.0
CC(=O)Nc1cc(-c2ccc(CO)cc2)cn2c(-c3ccc(F)cc3)cnc12	1.5	-6	.	.	20	-0.4	-15	0.4	.
COCCSc1ccccc1C(=O)Nc1ccc2c(c1)OCCO2	.	4	-5	1	9	i	-4	0.6	0.1
CCOC(=O)C1CCN(CC(=O)Nc2cc(C)nn2-c2nc3ccccc3s2)CC1	.	2	-3	-3	3	i	4	-0.4	0.1
CC(Nc1cccc(F)c1)C(=O)Nc1ccc(S(N)(=O)=O)cc1 (stereo unspecified)	1.9	0	3	1	-9	-0.3	7	-0.9	-2.0
O=C(CN1C(=O)CCS(=O)(=O)c2ccccc21)Nc1ccccc1F	-7.1	1	-11	1	-8	2.0	4	0.5	1.2
Cc1[nH]n(-c2ccccc2)c(=O)c1CCOC(=O)c1cccc(C(F)(F)F)c1	.	2	-25	3	-3	i	-1	0.1	-0.4
O=C(Cn1c(=O)c2cccn2c2cccnc21)N1CCN(c2ccccc2F)CC1	0.8	3	0	-1	5	i	8	-0.5	-1.1
Cc1cc2n(n1)C(c1ccsc1)Nc1ccccc1-2 (stereo unspecified)	.	-7	-79	-3	2	-0.4	-9	0.2	4.0
NC(N)=N/N=C/c1ccc(Cl)c([N+](=O)[O-])c1	.	-4	.	-4	-13	-0.9	-39	-1.1	1.4
